Screens: PubChem BioAssay, National Center for Advancing Translational Sciences (NCATS)
HT1080 IDH1KD tx – qHTS for induction of synthetic lethality in tumor cells producing 2HG: qHTS for the HT-1080-IDH1KD cell line; 360,000 compounds, 2% hits; HT-1080 IDH1 knockdown viability, ATP luminescence, 48 h; Potency, µM (titrated, usually from 46.1 µM), for inactives: at the highest dose activity, negative = toxicity, hits mostly cytotoxic;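 further: potency means the concentration at half of the fitted maximal effect; 0% = DMSO wells and -100% = cell-free medium wells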
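In this qHTS, HT-1080 cells depleted of IDH1 are exposed for 48 h at 37 °C to compound titrations. Toxicity is scored from CellTiter-Glo luminescence, with DMSO as full viability and medium alone as none.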
SW480 rereplic – A quantitative high throughput screen for small molecules that induce DNA re-replication in SW480 colon adenocarcinoma cells; Potency, µM (top dose mostly 46.1 µM), inactives show top-dose re-replication activation, most hits filed as activators; AID 624297, 2012; SW480 DNA re-replication, Hoechst DNA content imaging, 48 h; 340,000 compounds, 1.8% hits; further: potency means the concentration at half of the fitted maximal effect; % of control where 0% means no effect; nearly all actives have a fitted effect of over 55% in size
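Image-based read-out: total Hoechst fluorescence of nuclei (405 nm excitation, 500-530 nm emission), with hits raising the fraction of high-intensity nuclei. SW480 colon cells incubated 48 hr with compounds at 37 C.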
KB-V1 MDR tox – qHTS assay for MDR1-selective chemotherapeutics: Primary screen using the drug-selected MDR subline cells KB-V1 | 400,000 compounds, 3.4% hits | Potency, µM (doses to about 46.1 µM), without a hit: at the top dose activity change, negative = cytotoxicity, hits mostly cytotoxic | KB-V1 MDR cells viability, CellTiter-Glo, 72 h; further: potency means the concentration at half of the fitted maximal effect; on the % scale 0 is the no-effect control and ±100 the full control effect; nearly all actives have a fitted effect of over 60% in size
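KB-V1, DMEM (no phenol red) + 10% FBS; cpd pin-transferred, titration series; 72 h, 37 degrees C; CellTiter-Glo, luminescence. Data normalized, curve-fit.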
KB-3-1 tox – qHTS assay for MDR1-selective chemotherapeutics: Primary screen using the parental adenocarcinoma cell KB-3-1; 400,000 compounds, 1.4% hits; KB-3-1 viability, CellTiter-Glo ATP luminescence, 72 h; Potency, µM (doses to about 46.1 µM), for the others: at the top dose activity change, negative = cytotoxic, most hits filed as cytotoxic; further: potency means the concentration at half of the fitted maximal effect; on the % scale 0 is the no-effect control and ±100 the full control effect; nearly all actives have a fitted effect of over 60% in size
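Viability of parental KB-3-1 cells, measured by CellTiter-Glo luminescence, followed a 72 h incubation at 37 °C with pinned compounds in phenol-red-free DMEM containing 10% FBS.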
D3 ag – qHTS of D3 Dopamine Receptor Agonist: qHTS; max activation, %; 410,000 compounds, 0.58% hits; AID 652048, 2013; D3R DiscoveRx beta-arrestin cells, luminescence, 90 min; D(3) dopamine receptor (Homo sapiens), P35462; in the data active means max activation above about 30%; further: 0% is about no effect; mostly tested at two doses, the higher about 12 µM
Target sequence (P35462 whole entry, looked up): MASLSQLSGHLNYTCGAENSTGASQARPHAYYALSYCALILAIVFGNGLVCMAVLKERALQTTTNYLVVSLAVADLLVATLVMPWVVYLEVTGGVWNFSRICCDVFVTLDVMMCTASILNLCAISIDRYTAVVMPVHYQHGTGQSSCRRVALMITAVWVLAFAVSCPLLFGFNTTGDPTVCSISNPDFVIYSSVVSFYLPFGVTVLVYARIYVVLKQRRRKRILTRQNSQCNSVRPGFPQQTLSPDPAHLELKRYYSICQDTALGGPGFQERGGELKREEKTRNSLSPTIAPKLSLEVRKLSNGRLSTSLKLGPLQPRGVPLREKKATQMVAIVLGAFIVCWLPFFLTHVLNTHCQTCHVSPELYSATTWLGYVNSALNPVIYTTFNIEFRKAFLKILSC
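Agonist mode: compounds and dopamine controls were applied to plated cells for 90 min at 37 degrees C after an overnight attachment at 1500 cells/well. Luminescent read-out followed 30 - 60 minutes at room temperature with DiscoveRx detection reagent.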
GLP-1R agonist – qHTS of GLP-1 Receptor Agonists; Glucagon-like peptide 1 receptor (Homo sapiens), P43220; HEK293 GLP-1R CRE-luciferase, luminescence, 4-6 h; cells express a hypersensitive GLP-1R form; Potency, µM (doses to about 45.6 µM), for inactives: at the highest dose activation, usual class: activators; 380,000 compounds, 0.007% hits; further: potency means the concentration at half of the fitted maximal effect; % of control where 0% means no effect
Target sequence (P43220 whole entry, looked up): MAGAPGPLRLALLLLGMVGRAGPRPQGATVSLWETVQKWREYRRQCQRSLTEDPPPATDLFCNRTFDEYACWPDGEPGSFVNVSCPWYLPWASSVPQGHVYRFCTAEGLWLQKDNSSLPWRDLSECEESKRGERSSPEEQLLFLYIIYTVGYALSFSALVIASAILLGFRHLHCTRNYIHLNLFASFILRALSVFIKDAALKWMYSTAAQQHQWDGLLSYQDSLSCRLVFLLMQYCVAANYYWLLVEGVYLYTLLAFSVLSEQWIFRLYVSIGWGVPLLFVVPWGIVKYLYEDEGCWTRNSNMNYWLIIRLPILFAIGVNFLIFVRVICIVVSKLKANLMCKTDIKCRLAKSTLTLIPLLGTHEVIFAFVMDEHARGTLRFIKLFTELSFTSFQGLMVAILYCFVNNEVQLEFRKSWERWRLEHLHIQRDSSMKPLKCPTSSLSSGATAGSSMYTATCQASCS
IL1B secr inh – qHTS for Inhibitors of Inflammasome Signaling: IL-1-beta AlphaLISA Primary Screen; THP-1 LPS/ATP IL-1B secretion, AlphaLISA, 16 h; stronger effect = lower value; activity change, % at 57.5 µM; 360,000 compounds, 4.7% hits; AID 743279, 2014; in the data active means activity change below about -50%; inconclusive means mostly about -30% to -49%; further: on the % scale 0 is the no-effect control and ±100 the full control effect
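Secreted IL-1B measured by AlphaLISA bead assay after 16 h compound exposure of THP-1 cells; compounds (final up to 57.5 uM) added 1 h before LPS (250 ng/mL) and ATP (1.25 mM) stimulation; lower signal means less secretion.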
HT1080-NT tox – qHTS for induction of synthetic lethality in tumor cells producing 2HG: qHTS for the HT-1080-NT fibrosarcoma cell line; HT-1080-NT fibrosarcoma viability, CellTiter-Glo ATP luminescence, 48 h; Potency, µM (top dose mostly 46.1 µM), inactives show top-dose activity, negative = less viability, usual class: cytotoxic; 360,000 compounds, 1.6% hits;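 further: NT is the 2HG producing partner of a matched IDH1 knockdown line; potency means the concentration at half of the fitted maximal effect; 0% = DMSO-treated cells and -100% = media-only wells without cells; nearly all actives have a fitted effect of over 55% in size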
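Compounds were tested in concentration-response format on HT-1080-NT cells for 48 hours at 37 degrees C. Cell viability came from CellTiter-Glo luminescence; curves were classified by r2, response magnitude and activity.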
DRD3 antagonist – qHTS of D3 Dopamine Receptor Antagonist: qHTS | D3R cells, DiscoveRx beta-arrestin luminescence, antagonist mode; stronger effect = lower value | max response, negative = inhibition, % | 360,000 compounds, 2.5% hits; in the data active means max response below about -50%; inconclusive means no clear call, values can overlap the other calls; further: on the % scale 0 is the no-effect control and ±100 the full control effect; mostly tested at two doses, the higher about 12 µM
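Cells plated overnight at 1500 cells/well, then exposed to library compounds with dopamine controls for 90 minutes at 37 degrees C. DiscoveRx reagent added for 30–60 minutes at room temperature; luminescence read, quantitative HTS format.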
* = called active by the depositor; ? = inconclusive; nt = no result given; & = joins results of further samples; [ ] = dose if it differs, or a comment. Unless noted, the call rests on the fitted dose curve; in most records, active means well fitted curve in the direction sought with a large enough effect; inconclusive means small, poorly fitted or top-dose-only effect, or another doubt; inactive means no such curve, though single readings can be large; an effect the other way counts as inactive or inconclusive.

item	structure	HT1080 IDH1KD tx	SW480 rereplic	KB-V1 MDR tox	KB-3-1 tox	D3 ag	GLP-1R agonist	IL1B secr inh	HT1080-NT tox	DRD3 antagonist
1	CCOC(CNCc1cc(C)c2[nH]c3ccccc3c2c1C)OCC	?	?	?	-2%	-2	4%	-96*	-3%	-8
2	Cc1nn(C(=O)c2ccccc2)c(C)c1S(=O)(=O)N1CCCCCC1	nt	nt	?	2%	-9	-2%	nt	nt	nt
3	CCN(CC)C(=O)CNC(=S)N(CCCN1CCOCC1)Cc1cccs1	22%	-154%[inhibitor]	7.3µM*	-3%	-9	-2%	-4	9%	-7
4	COC(=O)c1cccc(CSc2nc(-c3ccccc3)c(C#N)c(=O)[nH]2)c1	14%	-9%	-2%	10%	2	-2%	36	11%	1
5	O=C(CCSc1ccc(Br)cc1)c1ccc(O)cc1	-4%	1%	-4%	-3%	1	5%	-25	-2%	11
6	O=C(NCCc1ccccc1)c1ccc2c(c1)S(=O)(=O)c1ccccc1C2=O	-26%	2%	-6%	5%	30	9%	-7	-11%	12
7	Nc1nc(=S)n(-c2ccccc2)[nH]1	15%	0%	4%	5%	-9	0%	4	8%	-23
8	CCn1ncc(Br)c1C(=O)Nc1ccc(-c2ccno2)cc1	-9%	4%	7%	10%	4	11%	-4	1%	-1
9	O=C(c1ccccc1)N1CCN(c2cc(-c3ccccc3)nc3cc(-c4cccc(Cl)c4)nn23)CC1	8%	nt	-14%	19%	6	-5%	15	4%	14
10	Cc1ccc(N(CC(=O)NCc2ccc3c(c2)OCO3)S(C)(=O)=O)cc1	2%	14%	-9%	?	-3	1%	-2	5%	3
11	Cc1cc(OC(C)C(=O)NCC2CCCO2)cc(C)c1Cl (stereo not drawn)	-1%	-12%	-13%	9%	1	-2%	9	10%	6
12	O=S(=O)(c1ccc(Cl)cc1)N1CCN(c2nc(-c3cccs3)nc3ccccc23)CC1	25%&18%	3%&2%	?	-5%&-7%	2	-4%	18	22%&21%	-6
13	CCOc1ccc(NC(=O)Nc2ccc(NC(C)=O)cc2)cc1	6%	0%	4%	6%	0	0%	0	14%	-1
14	COCCn1c(SCc2ccccc2F)nc2c([nH]c3ccccc32)c1=O	nt	nt	33%	-3%	0	-8%	nt	nt	nt
15	COc1ccccc1NS(=O)(=O)c1cc(NC(=O)c2ccc(=O)[nH]c2)ccc1N1CCOCC1	9%	-5%	-12%	-10%	0	11%	38	10%	1
16	O=C(N[C@@H](c1ccccc1)[C@H](O)c1ccccc1)[C@@H]1CCCN1C(=O)OCc1ccccc1	16%	-16%	34%	13%	0	-2%	13	15%	0
17	CC(C)c1ccc(NC(=S)NNC(=O)c2cccs2)cc1	-21%	-3%	-20%	4%	-2	1%	-29	-4%	-20
18	COc1ccccc1Nc1nc2nonc2nc1N1CCC(C)CC1	12%	-3%	-16%	10%	-20	-16%	15	10%	11
19	COc1ccc(Cn2nnc3c(=O)[nH]c(C4CCN(S(=O)(=O)c5ccc(C)cc5)CC4)nc32)cc1	27%	?	0%	?	8	-6%	?	?	12
20	Cc1ccc(S(=O)(=O)NC(=O)c2cccc(C)c2)cc1	15%	0%	2%	-2%	5	-6%	8	0%	30

Arranged by heavy-atom count (lowest first): three of the compounds above.
item	structure	HT1080 IDH1KD tx	SW480 rereplic	KB-V1 MDR tox	KB-3-1 tox	D3 ag	GLP-1R agonist	IL1B secr inh	HT1080-NT tox	DRD3 antagonist
5	O=C(CCSc1ccc(Br)cc1)c1ccc(O)cc1	-4%	1%	-4%	-3%	1	5%	-25	-2%	11
20	Cc1ccc(S(=O)(=O)NC(=O)c2cccc(C)c2)cc1	15%	0%	2%	-2%	5	-6%	8	0%	30
3	CCN(CC)C(=O)CNC(=S)N(CCCN1CCOCC1)Cc1cccs1	22%	-154%[inhibitor]	7.3µM*	-3%	-9	-2%	-4	9%	-7

(more compounds)
item	structure	HT1080 IDH1KD tx	SW480 rereplic	KB-V1 MDR tox	KB-3-1 tox	D3 ag	GLP-1R agonist	IL1B secr inh	HT1080-NT tox	DRD3 antagonist
21	CCN(CC(=O)NCc1ccc(Cl)cc1)C(=O)CSc1cc(C)ccc1C	-1%	0%	-24%	-4%	-3	20%	-58*	-14%	-4
22	O=C(O)c1ccc(-n2c(/C=C/c3ccccc3)nc3ccccc3c2=O)cc1	3%	-5%	6%	1%	1	-4%	11	-1%	1
23	Cc1ccccc1NC(=O)COc1ccccc1C	9%	2%	0%	-1%	6	-1%	-3	13%	7
24	COc1ccc(NC2CCCN(C(=O)CCn3cccn3)C2)cc1 (stereo not drawn)	15%	-10%	12%	-28%	5	-2%	10	22%	3
25	Cc1nc(C)c(C(=O)Nc2cccc(C)c2C)s1	9%	-1%	10%	8%	12	13%	2	3%	-5
26	COc1cccc(/C=C/C(=O)N2CCN(S(=O)(=O)c3ccccc3)CC2)c1	-15%	nt	?	11%	-1	9%	-24	-5%	5
27	COc1ccc(-n2ncc3c(N4CCN(c5cc(C)ccc5C)CC4)ncnc32)cc1	2%	-10%	-4%	-2%	2	-2%	2	-1%	3
28	O=C(NC1CCCC1)N[C@@H]1CC[C@@H](CC(=O)N2CCOCC2)O[C@@H]1CO	24%	nt	2%	5%	10	nt	24	27%	30
29	Cn1c(=O)c2[nH]c(C3CCCC3)nc2n(C)c1=O	12%	20%	14%	0%	15	6%	-16	26%	7
30	O=C(NCc1cccc(C(F)(F)F)c1)N1CCN(S(=O)(=O)c2ccccc2F)CC1	-16%	1%	?	11%	2	0%	-9	-8%	-1
31	COc1cc2c(cc1OC)C(C)N(C(=O)c1c(-c3ccccc3)noc1C)CC2 (stereo not drawn)	23µM*	?	21µM*	?	-1	2%	66	?	15
32	CCC1=NN(C(=O)C(=O)Nc2ccc(Br)cc2)C(O)(C(F)(F)F)C1 (stereo not drawn)	?	47%	0%	-20%	-17	-1%	44	21µM*	-20
33	CC1Oc2ccc(C#N)cc2N(Cc2ccc(F)cc2)C1=O (stereo not drawn)	1%	nt	3%	0%	10	-5%	3	-2%	26
34	COC(=O)[C@]12CCCCC=C1N(Cc1ccco1)C(=O)[C@H](CC(=O)NCc1ccccc1)C2	0%	nt	?	11%	6	7%	-11	27%	20
35	CCCCNC(=O)C1c2ccccc2OCC(=O)N1CCc1ccc(OC)c(OC)c1 (stereo not drawn)	7%	nt	6%	2%	-6	4%	-3	15%	-16
36	CSc1nn(Cc2cccc(Cl)c2)c(N(C(C)=O)C(C)=O)c1S(=O)(=O)c1ccccc1	nt	nt	2%	2%	0	-4%	nt	nt	nt
37	O=NN(Cc1cccnc1)Cc1cccnc1	7%	nt	2%	0%	-3	-4%	12	20%	10
38	COCCCN1C(=O)C(=O)/C(=C(/O)c2ccc(S(=O)(=O)N3CCCCC3)cc2)C1c1cccc(OC)c1 (stereo not drawn)	6%	0%	-4%	3%	-13	-6%	7	7%	9
39	CCCCCc1ccc(-c2cn(CC3CCCCC3)nn2)cc1	13%	-5%	?	5%&0%	9	-4%	12	16%	1
40	CCOC(=O)C1=NS(=O)(=O)NC(C)=C1	9%	-2%	-1%	8%	-7	1%	19	1%	-7
41	CC(C)(C)c1ccc(OCC(=O)N/N=C/c2ccsc2)cc1	3%	1%	0%	1%	5	-4%	-17	-2%	5
42	CCC1=C(OC(=O)N(CC)CC)N2C(=O)OC(=NCCc3c[nH]c4ccccc34)[C@]2(Cc2ccccc2)[C@H]2C1=CC[C@H]1C(=O)N(CC)C(=O)[C@H]12	-9%	1%	-1%	0%	3	-3%	-21	-11%	-24
43	CCOc1cc(C=O)c(Br)cc1OC1CCCC1	-18%	-13%[9.22 µM]	-28%	1%	0	3%	23	-20%	7
44	CC(=O)N1CCN=C1SCc1ccc(F)cc1	8%	1%	2%	8%	6	0%	-5	10%	0
45	CNC[C@H]1Oc2cc(Br)ccc2S(=O)(=O)N([C@@H](C)CO)C[C@@H]1C	-7%	nt	9%	0%	-6	-5%	-13	-7%	-9
46	Cc1ccccc1-n1c(SCC(=O)N(C)C2CCS(=O)(=O)C2)nnc1-c1ccncc1 (stereo not drawn)	29%	-4%	-6%	12%	4	0%	-14	21%	-13
47	Cc1ccc(-c2cc(C(=O)N/N=C/c3ccc([N+](=O)[O-])o3)c3ccccc3n2)o1	?	?	?	0%	-2	0%	?	?	7
48	Cn1c(=O)[nH]c(=O)c2c1nc(SCCN1CCCCC1)n2Cc1ccccc1	11%	-7%[9.22 µM]	-15%	0%	-3	8%	7	0%	-11
49	Cc1ccc(C)c(-n2cc[nH]c2=S)c1	9%	-1%	-17%	-2%	-11	5%	4	13%	-23
50	CC(C)c1onc(C(=O)NCc2cccs2)c1[N+](=O)[O-]	1%	?	?	3%	5	3%	1	6%	26
51	CC(NC(=O)CN(C)S(=O)(=O)c1cccc2nsnc12)c1ccccc1 (stereo not drawn)	16%	3%	1%	11%	2	5%	3	14%	-2
